Source: PubChem BioAssay (several laboratories)
Dynein transport = blocks dynein driven cargo transport along microtubules; actives 0.47% (n = 220,000); 3617.4 mouse cells, GR-EGFP nuclear translocation imaging; test concentration mostly 20 µM; stimulated with dexamethasone, 1 µM; hits give low values; z-score, hits read low;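 active = plate z-score of nuclear minus cytoplasmic receptor signal below a set negative limit, without overly bright fluorescence or cell loss, cut at about -3.5 in these data, passing the limit was not always enough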;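 note: z-score of nuclear minus cytoplasmic ring GR-EGFP intensity difference per well; some compounds called inactive have numbers as strong as hits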
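Also added – dexamethasone, 1.0 µM final · Buffer or medium – tet-free, stripped-serum medium · Schedule – induction 48 h, compound 1 h, agonist 30 min · Detection – formaldehyde fixation, Hoechst nuclear stain, 10x automated fluorescence imaging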
Autophagy mod = alters autophagy in cells; MEF GFP-LC3 puncta imaging; test concentration mostly 10 µM; calls only at 10 µM (by protocol); actives 0.98% (n = 190,000);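 active = percentage of spot-positive cells more than 3 SD above its plate mean, without a fluorescence outlier flag or 80% toxicity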;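 note: spot-positive cell cutoff set from DMSO-treated cells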
T cell HTS = modulates CD8 T cell binding to vesicles | calls only at 7 µM | 2C CD8+ T cell-vesicle binding, flow cytometry; hits give low values | actives 0.068% (n = 330,000);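 active = response, share of CD8 T cells binding vesicles, and their 90th percentile fluorescence all below set limits, cut at about 80% in these data, passing the limit was not always enough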
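Material: 2C TCR transgenic mouse naive CD8+ T cells, MACS-purified. Also added: QL9-charged Drosophila Ld/ICAM-1/B7-1 vesicles. Timing: binding 1.5 h at 37 °C. Measured by: high-throughput flow cytometry with anti-B7-1 and anti-CD8 staining. Read-out: percent CD8+ FL2 mean versus row control. Controls: Unloaded micro-vesicles (low), QL9 vesicles with 0.7% DMSO (high).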
WT yeast gro inh = growth inhibition of WT yeast, mitochondrial fusion screen | mitochondrial fusion phenotypic screen, WT strain | inhibition, % at 10 µM | actives 2.1% (n = 190,000) | AID 1362; in the data active = inhibition above about 58%; tested in S. cerevisiae
bCat nuc transl = modulators of beta-catenin nuclear translocation | nuclear translocation activity, % at 5 µM | actives 0.3% (n = 190,000) | HeLa beta-catenin nuclear translocation, immunofluorescence imaging;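 active = nuclear translocation activity above 50% at 5 µM, with a well cell count of 50 or more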;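 note: per-cell ratio of nuclear to cytoplasmic median beta-catenin stain intensity; plate controls were DMSO negative control for no effect and GSK-3 inhibitor IX positive control for full effect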
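Test system: human HeLa cells, native beta-catenin. Compound dosing: 5 µM primary single dose, 0.1% DMSO, 0.02–20 µM confirmation series. Incubation: compound exposure 24 h at 37°C. Detection: beta-catenin immunostaining with DAPI counterstain, 20x imaging, 6 fields/well. Read-out basis: Nuclear/cytoplasmic beta-catenin signal ratio, % activation.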
M1AAP inhibition = P. falciparum M1AAP inhibitors, biochemical, fluorogenic H-Leu-NHMec substrate, 1536-well (AID 1445); recombinant M1AAP, H-Leu-NHMec fluorogenic kinetic assay; higher % means a stronger effect; inhibition, % at 30 µM; hits with a dose series show IC50 in µM; actives 0.42% (n = 220,000);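 active = primary inhibition above the hit cutoff, then over 50% inhibition at one or more dose response concentrations, cut at about 23% in these data, passing the limit was not always enough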;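 note: plate controls were DMSO full reaction for no effect and no enzyme background for full effect; strong numbers were not always called active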
Yfh1-depleted yeast = enhancers of respiration in Yfh1-depleted yeast, dose response, Friedreich's ataxia, plus single-dose screen (AID 1465). fold induction at 50 µM, or EC50 in µM where a hit was titrated. S. cerevisiae Yfh1-off respiration, WST-1 reduction, 72 h; higher fold induction means a stronger effect. actives 0.074% (n = 220,000);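 active = fold induction of absorbance versus untreated yeast above a set limit, then at least 30% activation at any dose in follow-up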;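 note: activators that raise dye reduction in frataxin-depleted yeast; strong numbers were not always called active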
P. falciparum M17LAP = P. falciparum M17LAP inhibitors, primary screen, biochemical, fluorogenic H-Leu-NHMec substrate, 1536-well (AID 1619) | recombinant M17LAP, H-Leu-NHMec fluorogenic kinetic assay; higher % means a stronger effect | actives 0.38% (n = 220,000) | one-dose inhibition, % at 30 µM; IC50 in µM for titrated hits;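 active = compound inhibiting the enzyme by more than half at any dose during confirmatory dose-response retesting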;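 note: plate controls were full reaction with DMSO carrier for no effect and no enzyme background for full effect; strong numbers were not always called active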
MT stabilize HCS = stabilizes microtubules in HeLa cells | HeLa tubulin immunostaining HCS, 24 h; share of cells brighter than vehicle mean+2SD | % tubulin-high responders, % at 10 µM | actives 0.83% (n = 200,000) | AID 2205;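 active = plate Z-score above 3 for both tubulin-high and condensed-nucleus cell shares, with cell loss under 80%, at 10 µM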;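 note: anti alpha tubulin signal scored within the nucleus-defined area of each cell; some results filed as inactive read as strong as hits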
WT yeast gro inh mutant strain = recorded beside WT yeast gro inh, whose call it bears; inhibition, %; mitochondrial fusion phenotypic screen, mutant strain inhibition
Dynein transport cytoplasmic EGFP = second read-out of Dynein transport, no call of its own (marks repeat the call); z-score; measured here: cytoplasmic GR-EGFP intensity; hits give high values
Dynein transport nuclear GR-EGFP = recorded beside Dynein transport, whose call it bears; z-score; measured here: nuclear GR-EGFP intensity;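 lower value marks the stronger effect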
Dynein transport cell count = also measured in Dynein transport; calls as there; z-score; measured here: cell count per field
bCat nuc transl cell count 5 µM = also measured in bCat nuc transl; calls as there; cell count; measured here: cell count, cytotoxicity flag
T cell HTS vesicle-bound % = also measured in T cell HTS; calls as there; double positive events, %; measured here: CD8+ vesicle-bound cell fraction;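 binding gate set so that unloaded-vesicle control wells show 10% double positive cells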
MT stabilize HCS Hoechst-high % = also measured in MT stabilize HCS; calls as there; % Hoechst-high responders; measured here: nuclear condensation Hoechst responders;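 share of cells brighter than vehicle mean plus two SD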
MT stabilize HCS cytotoxicity % = second read-out of MT stabilize HCS, no call of its own (marks repeat the call); toxicity, %; measured here: cytotoxicity by cell density;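 0% = mean cell density of plate MIN control wells and 100% = no cells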
Autophagy mod cell loss 18 h = also measured in Autophagy mod; calls as there; toxicity, %; measured here: cell loss, nuclei count;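 cell loss after 18 h compound exposure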
* hit, by the source's call; i = inactive; x = not tested or not shown; + = active, no number.

SMILES	Dynein transport	Dynein transport cytoplasmic EGFP	Dynein transport nuclear GR-EGFP	Dynein transport cell count	Autophagy mod	Autophagy mod cell loss 18 h	T cell HTS	T cell HTS vesicle-bound %	WT yeast gro inh	WT yeast gro inh mutant strain	bCat nuc transl	bCat nuc transl cell count 5 µM	M1AAP inhibition	Yfh1-depleted yeast	P. falciparum M17LAP	MT stabilize HCS	MT stabilize HCS Hoechst-high %	MT stabilize HCS cytotoxicity %
CC(=O)Nc1ccc(S(=O)(=O)Nc2nc3c(s2)CCCC3)cc1	0.12	-0.23	0.033	-0.26	i	-1	i	28	-1	5	x	x	2%	i	-3%	1.2	2.7	19
NC1=NC(c2cn(-c3ccccc3)nc2-c2cccs2)n2c(nc3ccccc32)N1 (stereo unspecified)	0.013	-0.21	0.025	0.46	i	-18	i	54	14	11	x	x	7%	x	-2%	2.7	2.1	2.3
O=C(NCC1CCCO1)C1CC(=O)N(C2CCCC2)C1 (stereo unspecified)	2.1	-0.08	1.1	-0.56	i	-3	i	10	3	16	x	x	-4%	i	1%	1.7	1.0	7.7
COc1cc(C2c3sc(=O)[nH]c3SC3C(=O)N(c4ccc(C)cc4)C(=O)C32)ccc1O (stereo unspecified)	0.42	-0.24	0.18	-0.3	x	x	i	40	x	x	-4.6	1116	2%	i	6%	x	x	x
CCCC(=O)n1nc(-c2ccco2)nc1SCc1ccccc1	0.2	-0.2	0.29	0.31	i	18	x	x	32	6	0.5	1122	8%	i	15%	2.9	2.7	7.2
Cc1cc(C)c2c(N)c(C(=O)N/N=C/c3cccnc3)sc2n1	1.4	-0.17	1.3	-1.6	x	x	i	53	x	x	-1.4	1429	1%	i	4%	x	x	x
COc1ccc(-n2c(=O)cc(N3CCN(c4ccccc4)CC3)[nH]c2=O)cc1	-0.96	-0.18	-0.54	1	i	-6	i	12	-9	11	3.5	510	2%	i	0%	4.2	3.1	7.4
O=C(NC1=NCCS1)c1cccc(N2C(=O)c3ccccc3C2=O)c1	-0.44	-0.27	-0.18	0.5	i	-19	i	14	7	-3	-1.1	593	4%	i	0%	2.1	1.6	6.0
O=C(OC1CCOC1=O)c1cc(-c2cccc(Br)c2)nc2ccccc12 (stereo unspecified)	0.84	0.56	1.5	-1.8	i	-1	i	43	24	24	-0.3	1111	-4%	i	-4%	3.8	2.4	1.2
CC(Oc1ccc(Cl)cc1Cl)C(=O)NCCN1CCOCC1 (stereo unspecified)	0.62	-0.2	0.0044	0.011	i	12	i	44	25	18	-3.1	1157	1%	i	6%	1.8	1.5	9.0
CSC1=C(C#N)C(c2ccc3c(c2)OCO3)C2=C(CCCC2=O)N1 (stereo unspecified)	-0.74	-0.22	-0.45	1.9	i	9	i	50	10	8	1.2	1115	-1%	i	15%	3.7	3.2	5.4
Cc1ccc(C(=O)Nn2cnnc2)cc1S(=O)(=O)N1CCOCC1	-0.72	-0.81	-0.21	0.34	x	x	i	31	x	x	-0.9	1249	10%	i	15%	x	x	x
CC1(C)CC(=O)C2=C(C1)NC(Nc1nc3ccccc3o1)=NC2c1ccccn1 (stereo unspecified)	0.24	-0.17	0.25	-0.56	i	-6	i	42	-11	16	-0.7	1142	13%	i	-2%	6.7	2.3	10
Nc1cccc2c1C(=O)N(C(=O)/C=C/c1ccc(F)cc1)C2=O	-4.7*	2.1*	-2.7*	-0.2*	i	-2	i	10	14	13	0.0	1099	4%	i	0%	3.3	3.2	3.4
N/C(=N\OC(=O)CCCN1C(=O)c2ccccc2C1=O)c1ccccn1	-0.75	-0.2	-0.17	0.39	i	-31	i	58	-12	6	-3.4	1039	-3%	i	-3%	3.2	2.0	2.6
COc1ccc(S(=O)(=O)N2CCCCC2)cc1NS(=O)(=O)c1cc(Cl)ccc1Cl	1.2	-0.17	0.87	-0.97	i	1	i	36	13	-2	-1.2	914	6%	i	8%	3.8	3.7	8.1
Cc1cccc(CN2CCC(CNC(=O)CSc3cc(=O)n(C)c4cc(Cl)ccc34)CC2)c1	1.4	0.3	1.7	-1.3	x	x	i	57	x	x	0.3	1324	1%	i	5%	x	x	x
CC(C(=O)NC1CCCC1)N(Cc1ccco1)C(=O)c1snc(C(=O)NC2CCCC2)c1N (stereo unspecified)	-0.79	-0.17	-0.18	0.62	i	12	i	22	16	55	-3.4	919	9%	i	-10%	5.7	3.2	7.9
CN(C)c1nc(Cl)cc(N2CCOCC2)n1	-0.012	-0.17	0.33	0.53	i	13	i	45	4	6	-0.8	1083	0%	i	6%	1.8	1.1	6.6
O=C(Nc1cccnc1)c1noc2c1CCCCC2	0.61	-0.12	1.2	-1.5	i	-2	i	11	1	0	-1.8	1113	19%	x	3%	1.3	1.8	4.8

Rewritten with two lines to a compound: entries from further up.
The line under a structure holds: Dynein transport	Dynein transport cytoplasmic EGFP	Dynein transport nuclear GR-EGFP	Dynein transport cell count	Autophagy mod	Autophagy mod cell loss 18 h	T cell HTS	T cell HTS vesicle-bound %	WT yeast gro inh	WT yeast gro inh mutant strain	bCat nuc transl	bCat nuc transl cell count 5 µM	M1AAP inhibition	Yfh1-depleted yeast	P. falciparum M17LAP	MT stabilize HCS	MT stabilize HCS Hoechst-high %	MT stabilize HCS cytotoxicity %
CC1(C)CC(=O)C2=C(C1)NC(Nc1nc3ccccc3o1)=NC2c1ccccn1 (stereo unspecified)
 : 0.24	-0.17	0.25	-0.56	i	-6	i	42	-11	16	-0.7	1142	13%	i	-2%	6.7	2.3	10
COc1cc(C2c3sc(=O)[nH]c3SC3C(=O)N(c4ccc(C)cc4)C(=O)C32)ccc1O (stereo unspecified)
 : 0.42	-0.24	0.18	-0.3	x	x	i	40	x	x	-4.6	1116	2%	i	6%	x	x	x

Further structures:
SMILES	Dynein transport	Dynein transport cytoplasmic EGFP	Dynein transport nuclear GR-EGFP	Dynein transport cell count	Autophagy mod	Autophagy mod cell loss 18 h	T cell HTS	T cell HTS vesicle-bound %	WT yeast gro inh	WT yeast gro inh mutant strain	bCat nuc transl	bCat nuc transl cell count 5 µM	M1AAP inhibition	Yfh1-depleted yeast	P. falciparum M17LAP	MT stabilize HCS	MT stabilize HCS Hoechst-high %	MT stabilize HCS cytotoxicity %
NS(=O)(=O)c1ccc(NC(=O)COC(=O)c2ccco2)cc1	2.9	-0.21	1.5	-2.4	i	-1	i	27	-14	7	-2.9	1104	5%	i	-6%	4.6	5.2	5.4
COc1ccc(Cl)cc1NC(=O)Nc1cccc([N+](=O)[O-])c1C	-0.74	-0.13	-0.5	0.51	i	1	i	31	49	5	0.1	1432	2%	i	-1%	1.5	0.8	7.9
CCCc1cc(Nc2cccc(OCC)c2)n2ncnc2n1	-0.71	-0.36	-0.23	0.43	i	-67	i	15	10	18	-3.0	1040	2%	i	-3%	4.4	1.9	12
CCOC(=O)c1c(NC(=O)CSc2ncnc3ccccc23)sc(C(C)=O)c1C	-0.76	0.087	-0.79	0.5	i	5	i	48	0	-16	1.8	947	-1%	i	4%	3.4	3.1	5.7
CSc1ncc(Cl)c(C(=O)Nc2sc3c(c2C(=O)NCc2ccco2)CCCC3)n1	-0.46	-0.36	0.076	0.58	+	7.1*	x	x	-15	-7	-2.7	912	2%	i	-1%	5.0	2.6	8.3
O=C(CSc1nnc2ccccn12)c1ccccc1	-0.19	-0.24	0.2	-0.041	x	x	i	44	10	7	1.7	1093	7%	i	9%	2.8	1.5	6.1
COc1ccc(N2CC(C(=O)Nc3nnc(SCC(=O)c4ccccc4)s3)CC2=O)cc1 (stereo unspecified)	1.3	-0.16	1.4	-2.7	i	3	i	4	13	10	-0.2	955	8%	i	4%	2.2	1.8	3.0
CS/C(N)=N/N=C/c1ccc([N+](=O)[O-])cc1	-1.2	-0.23	-0.99	0.49	i	-34	i	30	-12	0	x	x	4%	i	16%	3.5	1.9	9.2
Cc1cccnc1NC1(C(F)(F)F)N=C2SCCN2C1=O (stereo unspecified)	-0.8	-0.27	-0.31	0.98	i	13	i	38	-4	4	-0.2	1115	34%	i	2%	1.0	1.0	4.3
O=C(CCNC(=O)c1ccc(Br)o1)NCc1ccc(Cl)cc1	-1.1	-0.2	-0.56	1.2	i	2	i	46	20	7	1.8	1314	-5%	i	9%	2.0	1.4	8.1
CSc1nc2ccc3nc(NC(=O)c4ccccc4)sc3c2s1	0.76	-0.022	0.78	-1	i	-2	i	56	-22	-52	x	x	-5%	i	1%	7.6	2.4	6.1
COC(=O)[C@@H]1C[C@@]2(O)[C@H](O)[C@H](O)[C@H](O)C[C@H]2N1Cc1cc(F)ccc1F	-0.29	-0.81	-0.19	0.64	x	x	i	8	x	x	-1.2	1345	8%	i	1%	x	x	x
c1ccc(-c2noc(CSc3nc4ccccc4o3)n2)cc1	-0.77	-0.39	-0.6	1.3	i	8	i	44	-2	1	2.5	1425	1%	x	-5%	2.9	2.9	12
COc1cccc(C(C(=O)NC2CCCCC2)N(C(=O)c2ccco2)c2ccc(-n3cnnn3)c(C)c2)c1 (stereo unspecified)	0.51	-0.25	0.16	0.15	i	4	i	12	10	6	-2.1	1213	3%	i	6%	3.5	2.6	8.4
COc1ccc(/C=N/NC(=O)CSCC(=O)Nc2ccccc2)cc1OC	0.17	-0.18	0.047	-0.45	i	45	i	22	2	-6	1.8	1389	12%	i	25%	2.1	1.9	7.5
